Screening results as filed in PubChem.
PAFAH1B3 inh: PAFAH1B3 (human) inhibition. recombinant PAFAH1B3, FP-rhodamine probe, fluorescence polarization. Q15102. inhibition, % at 3.39 µM. 340,000 tested, 0.28% active;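 active = inhibition above the screen-wide average of all tested compounds plus 3 SD, cut at about 25% in these data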;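 also: 0% = enzyme with DMSO only and 100% = wells lacking PAFAH1B3 protein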
Target sequence (Q15102 whole entry, looked up): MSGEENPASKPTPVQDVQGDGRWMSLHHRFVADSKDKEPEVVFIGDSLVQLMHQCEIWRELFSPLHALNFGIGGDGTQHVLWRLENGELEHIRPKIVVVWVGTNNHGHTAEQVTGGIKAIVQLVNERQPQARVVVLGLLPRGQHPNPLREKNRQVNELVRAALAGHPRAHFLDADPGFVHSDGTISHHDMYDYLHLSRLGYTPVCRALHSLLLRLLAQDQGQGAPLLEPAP
pPAFAH FP inh: pPAFAH (human) enzyme inhibition; recombinant pPAFAH, FP-rhodamine probe fluorescence polarization; AID 463082; inhibition, % at 3.39 µM; 330,000 tested, 1.5% active; Q13093;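 active = inhibition above the mean inhibition across the screen plus 3 SD, cut at about 25% in these data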;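 also: inhibitors block binding of the rhodamine activity-based probe so polarization drops; 0% = enzyme with DMSO and 100% = wells lacking pPAFAH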
Target sequence (Q13093 whole entry, looked up): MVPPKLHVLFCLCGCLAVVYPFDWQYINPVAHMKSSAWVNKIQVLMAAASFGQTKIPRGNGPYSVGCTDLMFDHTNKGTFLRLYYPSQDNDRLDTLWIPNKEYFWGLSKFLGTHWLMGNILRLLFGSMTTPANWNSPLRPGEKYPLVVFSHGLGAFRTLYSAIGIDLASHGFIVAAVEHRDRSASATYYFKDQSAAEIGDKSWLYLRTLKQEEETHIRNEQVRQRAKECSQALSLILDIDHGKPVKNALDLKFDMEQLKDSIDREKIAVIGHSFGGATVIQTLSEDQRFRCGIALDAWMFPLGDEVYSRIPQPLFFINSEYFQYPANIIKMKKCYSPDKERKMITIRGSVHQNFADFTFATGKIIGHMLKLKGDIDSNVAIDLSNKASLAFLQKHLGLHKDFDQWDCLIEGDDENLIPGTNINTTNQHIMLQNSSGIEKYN
LYPLA2 inh: LYPLA2 (human) inhibition in PME1 counter-screen; O95372; recombinant LYPLA2, FP-Rh probe fluorescence polarization; inhibition, % at 5.9 µM; 320,000 tested, 0.38% active;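 active = inhibition above the screen-wide mean plus 3 SD, limit set per campaign, cut at about 26% in these data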;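 also: 0% = LYPLA2 with DMSO and 100% = wells lacking LYPLA2 enzyme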
Target sequence (O95372 whole entry, looked up): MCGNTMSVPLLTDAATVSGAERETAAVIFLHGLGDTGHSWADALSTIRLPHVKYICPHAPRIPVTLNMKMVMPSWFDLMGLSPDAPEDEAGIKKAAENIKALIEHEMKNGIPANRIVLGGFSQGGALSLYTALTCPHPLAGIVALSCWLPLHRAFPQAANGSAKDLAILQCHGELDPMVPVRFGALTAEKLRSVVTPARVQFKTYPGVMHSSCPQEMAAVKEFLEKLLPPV
GSTO1 inh: GSTO1 inhibition, counter-screen for RBBP9 inhibitors; P78417; recombinant GSTO1, activity-based probe fluorescence polarization; inhibition, % at 5.96 µM; 300,000 tested, 1.1% active; AID 1974;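 active = inhibition above the campaign mean inhibition plus 3 SD, cut at about 35% in these data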;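 also: 0% = GSTO1-1 with DMSO and 100% = wells lacking GSTO1-1 enzyme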
PAFAH2 inh: PAFAH2 (human) inhibition; recombinant PAFAH2, FP-rhodamine activity probe, fluorescence polarization; inhibition, % at 3.39 µM; 340,000 tested, 0.99% active; AID 492956;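 active = inhibition above the mean over all tested compounds plus 3 SD, cut at about 30% in these data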;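 also: inhibitors block probe labeling of enzyme so polarization drops; 0% = enzyme with DMSO and 100% = wells lacking PAFAH2 protein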
LYPLA1 inh: LYPLA1 (human) inhibition in PME1 counter-screen | O75608 | recombinant LYPLA1, FP-Rh probe fluorescence polarization | inhibition, % at 5.9 µM | 320,000 tested, 0.16% active | AID 2174;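 active = inhibition above the mean of all tested compounds plus 3 SD, set per campaign, cut at about 14% in these data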;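 also: inhibitors block serine hydrolase probe labeling of LYPLA1 so polarization falls; 0% = enzyme with DMSO and 100% = wells lacking LYPLA1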
PAD4 FP inh: blocks human protein arginine deiminase 4; Q9UM07; recombinant PAD4, RCA probe fluorescence polarization; inhibition, % at 6.36 µM; 330,000 tested, 0.41% active;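 active = percent inhibition above a cutoff equal to the mean of all tested compounds plus 3 SD, cut at about 15% in these data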;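 also: 0% = PAD4 with RCA probe and DMSO and 100% = probe without PAD4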
PME-1 inh: blocks human protein phosphatase methylesterase 1. AID 2130. 320,000 tested, 0.53% active. Q9Y570. inhibition, % at 5.9 µM. recombinant PME-1, FP-Rh probe fluorescence polarization;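 active = inhibition above the campaign mean of all compounds plus 3 SD, cut at about 26% in these data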;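 also: competitive labeling of PME-1 active site by serine hydrolase directed probe; 0% = PME-1 with DMSO and 100% = wells lacking PME-1 enzyme; inhibitors block probe labeling so polarization falls and inhibition rises; many of its hits are not listed in these tables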
PAFAH1B2 inh: inhibitors of human PAFAH1B2 | P68402 | inhibition, % at 3.39 µM | recombinant PAFAH1B2, FP-rhodamine activity probe, fluorescence polarization | 340,000 tested, 1.2% active;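 active = inhibition above the mean of all tested compounds plus 3 SD, cut at about 24% in these data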;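 also: 0% = enzyme with DMSO and 100% = wells lacking PAFAH1B2; many of its hits are not listed in these tables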
Starred values were filed as active, the others as inactive; x = no result given. An excerpt (hit frequency here may not be typical).

SMILES	PAFAH1B3 inh	pPAFAH FP inh	LYPLA2 inh	GSTO1 inh	PAFAH2 inh	LYPLA1 inh	PAD4 FP inh	PME-1 inh	PAFAH1B2 inh
CCOc1ccc(C(=O)CCC(=O)NCC(=O)Nc2c(C)cccc2C)cc1	7.6	1.8	3.6	x	0.9	-3.2	-3.6	-1.7	0.9
O=C(OCC(=O)N1CCN(C(=O)c2ccco2)CC1)C1=COCCO1	3.2	-1.0	0.2	6.4	13.4	2.6	-2.0	2.0	3.4
COc1ccc(C(=O)N/N=C(\C)c2cccc(NC(=O)c3ccc(F)cc3)c2)c(OC)c1	-10.3	-5.3	-4.5	-6.3	-9.6	-2.1	-0.6	-3.6	-6.4
O=c1cc(-c2ccccc2Cl)oc2c([N+](=O)[O-])c(O)cc(O)c12	8.2	4.2	0.3	-3.1	15.2	-7.3	-3.1	2.3	1.5
Cc1nnc(SCC(=O)N2CCC(Cc3ccccc3)CC2)n(N)c1=O	7.1	2.2	-1.5	-2.3	-4.1	5.6	-0.4	-3.8	5.2
CCN(CC)c1nc(N2CCOCC2)nc2ccccc12	9.0	-0.1	12.2	-3.1	-10.0	-0.1	2.2	-3.1	-0.9
Cc1nc(SCCc2ccccc2)[nH]c(=O)c1C	7.2	26.6*	3.2	7.8	2.0	-1.3	-5.0	-0.9	6.0
COc1ccc(OC)c(NC(=O)C2C3CC4OC(=O)C2C4C3)c1 (configuration not stated)	5.7	-1.1	9.1	12.3	6.0	0.2	-2.4	0.4	2.4
O=C(CC(=O)NC1CCCCC1)N/N=C/c1cccc2ccccc12	0.2	2.1	-3.3	7.3	0.4	-4.0	-1.5	1.7	3.8
O=C(NCC(c1cccs1)N1CCOCC1)c1cc(S(=O)(=O)N2CCOCC2)ccc1F (configuration not stated)	8.5	-0.7	5.9	0.1	-0.3	0.7	-1.1	3.1	0.4
Cc1c(NC2=CC(=O)CC(C)(C)C2)ccc([N+](=O)[O-])c1C	-1.2	7.6	7.6	3.4	5.2	3.9	3.5	-5.3	0.2
CC1(C)CCc2cc(-c3ccn(S(=O)(=O)c4ccccc4Cl)n3)ccc2O1	x	0.3	-9.8	-0.4	x	-2.6	-1.0	-7.2	x
O=C(Nc1nc2ccccc2[nH]1)c1ccccc1OC(F)F	-3.6	3.4	2.8	-1.4	1.1	-0.1	-1.0	-9.5	-3.3
O=C(c1ccccc1[N+](=O)[O-])n1cnc2ccccc21	-0.5	6.8	3.7	0.3	11.5	1.0	-7.6	7.4	4.1
Cc1cc(C)nc(/N=C(\N)Nc2cccc([N+](=O)[O-])c2)n1	7.8	4.9	3.8	0.6	-7.4	4.0	-2.6	-2.2	-1.6
COc1ccc(C(=O)N/C(=C/c2ccco2)C(=O)N2CCCCCC2)cc1	2.9	3.6	-0.7	1.0	8.7	-1.8	2.8	-9.9	0.9
COc1ccc2nc3cc(Cl)ccc3c(Nc3cc(CN4CCCC4)c(O)c(CN4CCCC4)c3)c2n1	x	14.5	6.8	6.0	x	-3.3	1.8	7.5	x
CCOC(=O)/C(C#N)=C\C=C1C=CN(C)C=C1	1.4	2.7	5.5	1.1	0.9	2.7	-3.8	-1.9	-5.3
CCCCN(CC)CCCNC(=O)c1ccc(CSc2nc3ccncc3[nH]2)cc1	-0.4	1.5	2.2	2.6	8.1	0.8	-4.2	-0.3	-2.4
CC(C)(C)OC(=O)N1CCC[C@@H]1C(=O)N1CCC(C(=O)O)CC1	0.0	-3.9	-4.2	-1.8	3.3	0.0	1.2	0.9	1.8
COc1ccc(NC(=O)Cn2c(-c3ccccc3)cn(-c3ccc(C)cc3)c2=O)cc1	9.9	6.2	-2.2	-4.7	-0.7	-0.6	-3.0	1.9	6.9
Cc1cccc(NC(=O)CSc2nc(C3CC3)nc3ccccc23)c1	-1.5	3.4	1.4	-3.9	-11.7	-4.6	-1.3	3.8	5.5
O=C(CN1C(=O)COc2ccccc21)NCCCN1CCc2ccccc2C1	3.4	-2.0	2.4	2.3	-6.8	-1.2	-3.2	-5.2	3.7
Cc1cc(C)c(NC(=O)c2ccc3c(c2)CCN3S(C)(=O)=O)c(C)c1	3.0	4.6	0.9	1.5	-3.2	-1.6	1.9	-2.3	2.0
Cc1nc2ccccc2c(=O)n1/N=C1\C(=O)N(C)c2ccccc21	x	0.5	0.3	-4.2	x	1.2	2.8	3.8	x
O=C(NNC(=O)c1ccc(Br)cc1)c1ccncc1	8.9	3.1	-6.3	8.2	-1.9	1.5	3.9	-1.2	3.3
CCn1c(CNc2ccccc2Cl)nnc1SCCN1CCCCC1	4.2	3.0	9.3	-1.9	-3.6	1.7	-5.3	1.6	2.8
CNS(=O)(=O)c1ccc(NC(=O)c2ccoc2C)cc1	1.0	0.4	-1.4	1.5	-0.1	1.4	-5.4	-3.9	10.8
O=C(N/N=C/c1ccccc1Cl)c1cccc(F)c1	0.9	-2.7	2.8	-4.6	0.0	-0.3	-4.2	-5.8	3.7
Cc1nc(N2CCN(C(=O)c3cccs3)CC2)c2c3c(sc2n1)CCCC3	1.7	5.2	-3.5	3.0	6.0	-3.4	5.8	0.2	0.0
Cc1ccc(NS(=O)(=O)c2cccc3nsnc23)cc1[N+](=O)[O-]	-1.5	1.7	1.7	6.7	9.6	-0.3	-1.9	-5.2	7.1
Cc1cccc(N(C(=O)CCC(=O)Nc2cc(C)on2)C(C(=O)NC2CCCC2)c2cccnc2)c1 (configuration not stated)	-9.5	-0.3	-0.8	7.4	5.2	1.6	-0.7	-2.1	6.5
COc1ccccc1NC(=O)Nc1nc(CC(=O)N2CCN(c3ccccc3)CC2)cs1	0.0	3.3	-11.6	5.6	-2.2	0.9	-2.3	13.0	5.4
COCC(C)n1c(SCc2cc(C(=O)OC)c(C)o2)nc2ccccc2c1=O (configuration not stated)	-0.6	7.4	5.7	-4.7	2.9	-0.8	-3.8	-1.0	2.4
Cc1cccc(N(C)C(=O)C2CCCN2S(=O)(=O)c2cccc3nsnc23)c1 (configuration not stated)	2.6	2.2	1.9	-3.6	3.5	-0.8	-0.6	-2.3	-3.8
CSc1nc(N2CCN(Cc3ccc4c(c3)OCO4)CC2)c2ccccc2n1	3.1	1.3	-1.4	-0.9	2.7	-3.9	0.4	6.9	4.6
C/C(=N/NC(=O)CNC(=O)CCc1ccccc1)c1ccc(Cl)c(Cl)c1	5.0	-3.6	1.2	0.6	7.6	-4.6	-0.3	-5.5	-0.3
O=C1CCCN1c1ccc(Br)cc1	3.7	-2.5	2.1	3.7	3.4	-3.4	-0.9	0.2	4.9
COC(=O)Cn1c2ccccc2c2nc(=O)cc(C)n21	4.8	1.7	-3.2	3.3	0.1	2.0	8.9	-2.2	3.1
CC(OC(=O)c1ccc2c(=O)n3c(nc2c1)CCCCC3)C(=O)Nc1ccc(Cl)cn1 (configuration not stated)	-2.5	2.0	-1.1	1.3	8.1	-1.6	-1.1	0.4	3.2

Three of the entries above in order of their number in PAD4 FP inh, smallest number first.
compound | PAFAH1B3 inh | pPAFAH FP inh | PAFAH2 inh | PAD4 FP inh | PME-1 inh | PAFAH1B2 inh
O=C(CN1C(=O)COc2ccccc21)NCCCN1CCc2ccccc2C1 | 3.4 | -2.0 | -6.8 | -3.2 | -5.2 | 3.7
Cc1ccc(NS(=O)(=O)c2cccc3nsnc23)cc1[N+](=O)[O-] | -1.5 | 1.7 | 9.6 | -1.9 | -5.2 | 7.1
CSc1nc(N2CCN(Cc3ccc4c(c3)OCO4)CC2)c2ccccc2n1 | 3.1 | 1.3 | 2.7 | 0.4 | 6.9 | 4.6

(next part)
SMILES	PAFAH1B3 inh	pPAFAH FP inh	LYPLA2 inh	GSTO1 inh	PAFAH2 inh	LYPLA1 inh	PAD4 FP inh	PME-1 inh	PAFAH1B2 inh
CC1CCC(=O)N(CCOc2ccccc2)CC1 (configuration not stated)	9.2	3.8	3.7	1.3	9.5	-3.8	-2.8	-4.8	6.1
Cc1nnc(NC(=O)C2CCCN2C(=O)Nc2ccccc2)s1 (configuration not stated)	-1.0	-3.3	-4.7	1.6	6.9	-2.9	-2.1	-3.3	2.2
CCC(=O)OCC(=O)Nc1ncc(C(F)(F)F)cc1Cl	-1.0	3.1	0.6	3.0	1.4	-2.8	7.4	-3.0	4.9
COc1ccccc1CCNC(=O)Cn1ccc2cc(S(=O)(=O)N3CCCC3)ccc21	-3.0	-1.8	-21.8	-1.7	0.1	2.2	-1.6	14.6	1.9
COc1cccc(CNC(=O)C2CCCN(S(=O)(=O)c3cnc[nH]3)C2)c1 (configuration not stated)	3.8	4.2	-9.8	9.2	-3.6	-0.7	1.5	-3.1	-0.6
Nc1nc(/C=C/c2ccc(F)cc2)nc(-c2ccccc2O)n1	-7.3	-4.6	-7.0	-1.4	-17.0	-8.5	4.2	-14.0	-3.9
CCN(CCO)C(=O)C12CCC(C)(C(=O)C1)C2(C)C (configuration not stated)	2.7	-4.5	-3.0	5.6	-3.3	-0.2	-1.2	-0.6	-3.2
CC1CCCN(C(=O)/C(=C/c2ccco2)NC(=O)c2ccccc2)C1 (configuration not stated)	-4.8	4.8	4.4	0.8	3.5	-0.7	-4.4	4.0	3.6
Cc1cc(C)cc(N2C(=O)CC(N3CCOCC3)C2=O)c1 (configuration not stated)	2.1	-7.6	-2.9	-3.8	1.6	-0.2	-2.4	-1.6	1.6
Cc1onc(-c2ccccc2)c1CNS(=O)(=O)c1ccccc1[N+](=O)[O-]	-2.8	5.1	3.6	-1.1	1.3	-0.4	-1.2	-2.4	-2.7
Cc1[nH]c(=O)c(C(=O)/C=C/c2ccccc2F)c2c1CCCC2	-1.8	2.0	0.3	-22.1	9.6	-6.8	1.9	-1.6	2.5
CCNC(=O)NC(=O)C(C)On1nnc2ccc(S(=O)(=O)N(CC)CC)cc21 (configuration not stated)	17.6	0.0	-0.9	2.5	10.2	-2.1	3.6	2.1	6.9
Cc1ccc2nc(COC(=O)c3ccc(Cl)nc3)cc(=O)n2c1	8.6	-5.2	x	x	6.2	x	-1.1	x	4.6
Nc1ccc2nc(COc3ccccc3)[nH]c2c1	2.3	6.2	-0.3	7.0	-10.4	1.4	-0.3	5.0	-2.2
COc1ccc(CC(=O)NCc2ccccc2)cc1S(=O)(=O)N1CCOCC1	9.6	-0.2	7.7	2.7	8.4	-0.8	-4.0	-2.6	3.6
O=C(CN1C(=O)C2CC=CCC2C1=O)Nc1nc2ccccc2[nH]1 (configuration not stated)	3.2	-2.0	-3.9	14.5	2.8	-5.7	-12.2	6.4	4.1
C/C(=N/NC(=O)c1cc(Cl)ccc1O)C12CC3CC(CC(C3)C1)C2	1.6	7.8	5.4	2.9	-2.5	0.2	-4.8	-3.3	3.4
COc1ccc(C2=NN(c3nc4ccccc4s3)C(=O)/C2=C\N(C)C)cc1	7.7	16.8	-5.2	4.3	25.5	-2.0	-4.2	5.4	7.8
COc1cc(C2CC(=O)c3c(ccc4ccccc34)N2)ccc1O (configuration not stated)	2.2	3.8	-1.1	7.2	0.1	-1.4	-4.4	-2.5	11.3
Cc1ccc(-n2ncc3c2CCCC3NC(=O)c2ccccc2N2CCOCC2)cc1C (configuration not stated)	-3.8	24.1	-7.7	-0.7	1.1	5.2	-7.2	4.4	1.2
CCn1cc(C(=O)NCc2ccc(C)o2)c2cc(OC)c(OC)cc2c1=O	1.9	6.4	0.6	-1.3	1.3	-0.4	0.2	1.3	0.3
c1cncc(CNc2ncnc3sc4c(c23)CCCC4)c1	4.3	2.2	10.8	-4.7	7.4	2.7	-1.4	7.9	2.0
